Source: PubChem BioAssay (National Center for Advancing Translational Sciences (NCATS))
aSyn yeast inh = qHTS of alpha-syn Inhibitors | Yeast expressing alpha-synuclein, growth rescue, BacTiter-Glo, 24 h | Potency, µM (doses to about 46.1 µM), inactives show at the highest dose growth rescue (activation), actives largely listed as activators | hit rate 0.14% among 370,000 | AID 652106, 2013; note: potency is the fitted concentration of half-maximal effect; % of control where 0% means no effect; nearly all actives have a fitted effect of over 65% in size
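Galactose-induced alpha-syn yeast (OD600=0.02, raffinose-pregrown) + pinned cpd, 24 hr, 30 deg C; growth by BacTiter-Glo luminescence. Growth restoration scores as activation.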
HEK293 tox = qHTS of GLP-1 Receptor Inverse Agonists: Cytotox Screen | HEK293 cAMP-luciferase reporter cells, luminescence, 24 h | Potency, µM (doses to about 38.3 µM), without a hit: at the highest dose activity change, negative = inhibition, actives largely listed as inhibitors | hit rate 0.13% among 410,000;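 note: loss of luciferase light is scored as toxicity; potency is the fitted concentration of half-maximal effect; % is set by controls: 0 for no effect and ±100 for the full control effect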
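MLSMR compounds, 24 hr on cells at 37 deg C/5% CO2; luminescence after luciferase reagent (12 min RT). Inhibition counted as the undesired cytotoxic outcome.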
Mm-Cpn inhibitor = Inhibitors of TCP-1 ring complex (TRiC) of Methanococcus maripaludis (MmCpn): qHTS. Chaperonin Mm-Cpn (Methanococcus maripaludis). purified Mm-Cpn ATPase, ADP Transcreener TR-FRET. Potency, µM (titrated, usually from 76.9 µM), for inactives: at the highest dose activity, negative = inhibition, hits mostly inhibitors. hit rate 0.031% among 330,000; note: potency is the fitted concentration of half-maximal effect; % is set by controls: 0 for no effect and ±100 for the full control effect; nearly all actives have a fitted effect of over 80% in size
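TR-FRET (320 nm excitation; 590 and 665 nm emission) reports ADP made from 10 uM ATP by 25 nM enzyme; compounds were preincubated 10 min, reaction run 30 min, both at 37°C.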
TDP43 rescue = qHTS of TDP-43 Inhibitors | TDP-43 expressing yeast growth rescue, BacTiter-Glo, 24 h | Potency, µM (series often up to 46.1 µM), inactives show at the highest dose growth rescue (activation), actives largely listed as activators | hit rate 1.8% among 410,000; note: potency is the fitted concentration of half-maximal effect; % of control where 0% means no effect; nearly all actives have a fitted effect of over 50% in size
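Luminescence from BacTiter-Glo reports growth of TDP-43-expressing yeast after 24 hr at 30 deg C with compound. Cells were raffinose-pregrown to mid-log, then seeded in galactose medium at OD600=0.02.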
Akt phos inh = HTS Assay for Inhibitors of Akt Phophorylation: Primary Screen | Neuro2A IGF-stimulated pAkt S473 HTRF, 20 min; active compounds read low | activity change, % for hits at 50 µM | hit rate 0.32% among 360,000 | AID 651550, 2012; in the data active = activity change below about -80%; inconclusive = mostly about -51% to -80%; note: % is set by controls: 0 for no effect and ±100 for the full control effect
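Neuro2A cells in DMEM with 0.5% FBS, overnight at 37 deg C, given compound at single 50 µM final, then IGF (6 nM final) for 20 min at 37 deg C. Lysed; phospho-Akt Ser473 by HTRF after 24 h, 665/615 ratio.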
Abeta yeast res = qHTS for compounds that reverse cellular toxicity of Amyloid beta (A-beta) peptide in yeast: Primary Screen | AID 1347071, 2019 | hit rate 0.063% among 410,000 | yeast expressing A-beta42, growth rescue, OD600, 48 h; response scale: 0% DMSO, 100% iron-clioquinol control | Potency, µM (highest dose often 46.1 µM), for the others: at the top dose growth rescue, most hits filed as activators; note: potency is the fitted concentration of half-maximal effect; nearly all actives have a fitted effect of over 55% in size
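Yeast growth medium received pinned compounds, then yeast cells expressing toxic A-beta were added; plates incubated at 30 C for 48 hr. Growth read as absorbance at 600 nm, normalized to DMSO and equimolar FeCl3 plus clioquinol controls.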
GLP-1R inv ag = qHTS of GLP-1 Receptor Inverse Agonists (Inhibition Mode); Glucagon-like peptide 1 receptor (Homo sapiens), P43220; HEK293 GLP-1R CRE-luciferase, luminescence, 24 h; GLP-1R form is constitutively active; Potency, µM (titrated, usually from 38.3 µM), for the others: top-dose activity change, negative = inhibition, most hits filed as inhibitors; hit rate 1.6% among 410,000; note: potency is the fitted concentration of half-maximal effect; % is set by controls: 0 for no effect and ±100 for the full control effect; nearly all actives have a fitted effect of over 55% in size
Target sequence (P43220 whole entry, looked up): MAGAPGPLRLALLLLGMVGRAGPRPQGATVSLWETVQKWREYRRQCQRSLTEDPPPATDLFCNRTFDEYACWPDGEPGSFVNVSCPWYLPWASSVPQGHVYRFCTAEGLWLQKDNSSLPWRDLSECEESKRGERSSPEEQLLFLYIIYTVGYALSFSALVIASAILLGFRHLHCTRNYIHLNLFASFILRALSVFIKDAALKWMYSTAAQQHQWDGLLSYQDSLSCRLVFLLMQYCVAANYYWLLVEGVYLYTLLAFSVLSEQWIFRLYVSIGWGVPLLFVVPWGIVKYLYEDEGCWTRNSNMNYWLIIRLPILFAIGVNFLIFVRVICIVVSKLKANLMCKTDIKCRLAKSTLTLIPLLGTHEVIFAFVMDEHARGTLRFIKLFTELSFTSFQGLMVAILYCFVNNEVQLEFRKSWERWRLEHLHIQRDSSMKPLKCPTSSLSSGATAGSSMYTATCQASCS
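Cells are plated, allowed 12 hours at 37 deg C, then treated with compounds for 24 hr before luciferase detection reagent is added and luminescence is read after 12 min at room temperature. The HEK293 line carries constitutively active GLP-1R with a cAMP-responsive reporter.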
PTHR1 agonist = qHTS for PTHR1 Agonists: Primary Screen | Parathyroid hormone/parathyroid hormone-related peptide receptor (Homo sapiens), Q03431 | HEK293 GP2 PTHR1 cells, GloSensor cAMP luminescence, 1 h | Potency, µM (top dose mostly 115 µM), inactives show at the highest dose activation, hits mostly activators | hit rate 0.075% among 410,000; note: potency is the fitted concentration of half-maximal effect; nearly all actives have a fitted effect of over 55% in size; some results filed as inactive show a strong effect at the top dose; inactives centre near -15; many of its hits are not listed in these tables
Target sequence (Q03431 whole entry, looked up): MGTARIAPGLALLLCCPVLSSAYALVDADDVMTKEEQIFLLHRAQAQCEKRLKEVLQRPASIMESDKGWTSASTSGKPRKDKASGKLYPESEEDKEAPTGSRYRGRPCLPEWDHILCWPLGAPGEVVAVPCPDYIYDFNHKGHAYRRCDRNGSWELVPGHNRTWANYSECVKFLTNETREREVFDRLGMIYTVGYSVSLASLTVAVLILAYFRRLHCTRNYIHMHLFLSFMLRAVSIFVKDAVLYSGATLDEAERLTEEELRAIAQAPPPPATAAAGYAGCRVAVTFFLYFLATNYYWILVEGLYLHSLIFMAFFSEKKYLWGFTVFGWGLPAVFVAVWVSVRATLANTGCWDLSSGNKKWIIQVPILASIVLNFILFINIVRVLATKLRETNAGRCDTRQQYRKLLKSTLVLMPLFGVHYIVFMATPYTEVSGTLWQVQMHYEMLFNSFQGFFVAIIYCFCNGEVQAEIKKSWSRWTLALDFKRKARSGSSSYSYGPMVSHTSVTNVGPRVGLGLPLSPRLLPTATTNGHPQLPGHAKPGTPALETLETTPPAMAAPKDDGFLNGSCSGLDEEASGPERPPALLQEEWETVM
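HEK-293-derived GP2 cells expressing PTHR1 and a GloSensor cAMP reporter, 3,000/well, plated overnight, given luciferin plus IBMX (each 0.5 mM as added) for 1 h at 37 °C, then compound for 1 h at 37 °C. Luminescence was read after 15 min at room temperature.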
FUS suppressor = qHTS for Suppressors of FUS Proteinopathy: Primary screen using FUS-linked yeast assay. AID 1347120, 2019. S. cerevisiae FUS-expressing, growth rescue, OD600, 24 h. hit rate 0.24% among 390,000. Potency, µM (series often up to 76.6 µM), without a hit: at the top dose growth rescue (activation), hits mostly activators;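 note: potency is the fitted concentration of half-maximal effect; plate controls were DMSO vehicle for no effect and reference control for full effect; nearly all actives have a fitted effect of over 55% in size; some results filed as inactive show a strong effect at the top dose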
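Yeast FUS proteinopathy model; galactose-induced FUS (2%), starting OD 0.005. Cpds in dilution series, 24hr, 30C, 99% humidity. Abs 600 nm growth. Pos ctrl CP55940 (top 92uM final); neg ctrl DMSO.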
Active calls of the source: *; i = inactive; u = inconclusive; x = not tested or not shown; [ ] = another dose, or the depositor's remark. Unless noted, calls come from the whole dose curve; as a rule, active = well fitted curve in the direction sought with a large enough effect; inconclusive = small, poorly fitted or top-dose-only effect, or another doubt; inactive = no such curve, though single readings can be large; an effect the other way counts as inactive or inconclusive. The list is partial; rates above refer to the full screens.

Start of the listing, in advance, 2 compounds:
SMILES	aSyn yeast inh	HEK293 tox	Mm-Cpn inhibitor	TDP43 rescue	Akt phos inh	Abeta yeast res	GLP-1R inv ag	PTHR1 agonist	FUS suppressor
O=[N+]([O-])c1ccccc1S(=O)(=O)Nc1cccc(-c2ccc3nncn3n2)c1	2%	-2%	1%	-12%	i	-6%	83%[activator]	-3%	u
O=C(c1ccccc1Cl)n1nc(-c2ccco2)nc1NCc1cccs1	x	-6%	x	21%	x	-2%	16%	-9%	15%

The list itself (from the top)
SMILES	aSyn yeast inh	HEK293 tox	Mm-Cpn inhibitor	TDP43 rescue	Akt phos inh	Abeta yeast res	GLP-1R inv ag	PTHR1 agonist	FUS suppressor
O=[N+]([O-])c1ccccc1S(=O)(=O)Nc1cccc(-c2ccc3nncn3n2)c1	2%	-2%	1%	-12%	i	-6%	83%[activator]	-3%	u
O=C(c1ccccc1Cl)n1nc(-c2ccco2)nc1NCc1cccs1	x	-6%	x	21%	x	-2%	16%	-9%	15%
COc1ccc(N2CC(C(=O)Nc3ccc(NC(C)=O)cc3)CC2=O)cc1 (configuration not stated)	x	1%	x	21%	x	-14%	5%	-17%	-13%
COCCNC(=O)C1(C)CCCN(C(=O)c2cc(F)ccc2C)C1 (configuration not stated)	1%	-1%	x	17%	i	-11%	10%	i	-10%
CCO[C@H]1OC(C(=O)N2CCN(C)CC2)=C[C@@H](c2ccc(C(F)(F)F)cc2)[C@@H]1CCCO	-2%	-8%	x	29%	i	5%	2%	-20%	-3%
CN1CCN(CC(=O)Nc2ccccc2Oc2ccccc2)CC1	-1%	-7%	1%	-11%	i	0%	-29%	i	10%
O=C(c1ccco1)N1CCN(C(c2ccc(Cl)cc2)c2nnnn2CC2CCCO2)CC1 (configuration not stated)	7%	-5%	-8%	10%	i	2%	-3%	i	16%
COc1cc2c(cc1OC)C(=O)N1[C@H]3c4cc(C)ccc4OC[C@@H]3[C@H](c3ccccc3)[C@]1(C)C(=O)N2	8%	-8%	-7%	-28%	i	20%	u	-24%	21%
O=C(Nc1ccccc1F)C1CCCN(S(=O)(=O)c2ccc(-n3cnnn3)cc2)C1 (configuration not stated)	-1%	0%	3%	-5%	i	1%	12%	-12%	10%
CC1=CC(C)C(=O)N(CCN2CCOCC2)C(C)=C1 (configuration not stated)	-1%	-29%	x	15%	i	8%	0%	-25%	-22%
Cc1ccccc1C(=O)NC1CCN(CC(=O)NCc2cccs2)CC1	-2%	-2%	2%	-18%[0.397 µM]	i	4%	58%[activator]	i	15%
COC(=O)C1NN=C(C(=O)c2ccc(Cl)cc2)C1c1ccc(OC)cc1 (configuration not stated)	13%	-6%	-4%	25%	i	u	-11%	i	35%
CN(C(=O)CSc1ncccc1C(=O)O)c1ccccc1	0%	1%	1%	-10%	i	-2%	6%	i	-5%
CN(C(=O)Cn1nc(C(=O)O)c2ccccc2c1=O)c1ccccc1	0%	0%	2%	-11%	i	-10%	-13%	-11%	-5%
COc1ccc(C)cc1NC(=O)CN1c2ccccc2S(=O)(=O)c2ccccc21	x	10%	x	7%	x	-17%	-18%	-36%[inhibitor]	5%
O=c1c2ccccc2sc2ccc(NCCCN3CCOCC3)cc12	-3%	19%	x	-15%	i	-23%	u	-7%	0%
O=C1NN(c2ccccc2)C(=O)/C1=C/c1coc2ccccc2c1=O	-8%	2%[1.53 µM]	3%	u	i	-65%[inhibitor]	u	-38%[inhibitor]	9%
CC(C)(C)c1ccc(CC(=O)N2CCC2(C)C(=O)NCCC#N)cc1 (configuration not stated)	u	2%	x	18%	i	-5%	7%	-36%[inhibitor]	4%
O=C(c1ccc(-n2cccn2)cc1)N1CCN(c2ncccc2C(F)(F)F)CC1	4%	-5%	-5%	21%	i	-13%	-26%	-32%[inhibitor]	22%
C[C@H](CO)N1C[C@H](C)[C@@H](CN(C)Cc2ccc(C(=O)O)cc2)OCc2cnnn2CCCC1=O	0%	3%	x	23%	i	-9%	9%	-20%	-24%
Cc1cccc(C)c1NC(=O)NN(C(=O)c1ccccc1)C(C)(C)C	-4%	32%	0%	3%	i	-3%	-3%	-5%	x
O=C(CSc1nc2ccc([N+](=O)[O-])cc2[nH]1)c1ccc(Cl)cc1	-1%	u	-5%	-3%	i	0%	u	i	x
CCOC(=O)c1c(NC(=O)CSc2nnc(-c3c[nH]c4ccccc34)n2CCOC)sc2c1CCCCC2	8%	-9%	0%	25%	i	10%	u	-1%	u
CC/C(C)=N/Nc1cccc([N+](=O)[O-])c1	7%	17%	0%	u	i	4%	-65%	-16%	2%
Cc1ccc(-n2ncc3c(=O)[nH]c(SC(C)C)nc32)cc1	-2%	-6%	3%	18%	i	-15%	37%[activator]	-13%	-23%
CCn1c(C)cc(/C=C2/SC(=O)N(C(C)C(=O)OC)C2=O)c1C (configuration not stated)	3%	-22%	-1%	-2%	i	0%	-39%	-28%	16%
CCCCSc1nnc(CSc2nc3nc(C)cc(C)n3n2)o1	-3%	-11%	0%	-19%	x	1%	7%	u	96%
COc1ccccc1NC(=O)C1=C(C)Nc2nc3ccccc3n2C1c1ccccc1Cl (configuration not stated)	x	4%	x	18%	x	-8%	10%	-14%	-32%
COc1ccc(CN2C(=O)c3cccnc3C2=O)cc1S(=O)(=O)N(C)Cc1ccco1	1%	-1%	3%	4%	i	5%	-4%	-27%	5%
COc1cccc(CNC(=O)CCNS(=O)(=O)c2ccc(Br)s2)c1	1%	4%	-2%	-15%	i	-9%	u	-7%	-33%
Cc1nc(CS(=O)c2ccc(Cl)cc2)cc(N2CCOCC2)n1 (configuration not stated)	1%	27%	-4%	-4%	i	9%	8%	i	-2%
O=C(CS(=O)(=O)c1ccc(Cl)cc1)Nc1nc2ccc(Br)cc2s1	x	5%	x	4%	x	-13%	-6%	-6%	-3%
COc1cc(Br)c(-c2sc(Nc3ccccc3)n[n+]2-c2ccccc2)cc1OC	7%	-8%	-8%	6%	i	-16%	29%	0%	u
CC(NS(=O)(=O)c1cccc(C(=O)NCc2ccncc2)c1)c1ccccc1 (configuration not stated)	-1%	1%	0%	7%	i	-2%	7%	-92%[inhibitor]	5%
O=C(N/C(=C\c1ccc([N+](=O)[O-])cc1)C(=O)N1CCCCC1)c1ccccc1Br	9%	-21%	0%	18%	i	9%	u	-23%	10%
O=C(Nc1ccc2nc(SCC(=O)N3CCCc4ccccc43)sc2c1)c1ccc(F)cc1	x	-16%	x	12%	x	-13%	u	-13%	41%
Cc1ccc2oc(C(=O)Nc3c(C(=O)Nc4ccccc4)oc4ccccc34)cc(=O)c2c1	x	24%	x	24%	x	-7%	-4%	-8%	0%
Fc1cccc(Cc2c(-c3ccco3)nc3c4ccccc4ccn23)c1	13%	1%	x	35µM*	i	-6%	u	-16%	10%
CCCCNC(=O)c1cc(-c2ccc(OC)cc2)nc2n[nH]c(-c3cccc([N+](=O)[O-])c3)c12	x	-2%	x	16%	x	-13%	2%	-31%[inhibitor]	5%
O=C(NCCCN1CCOCC1)c1c(F)cccc1F	0%	-13%	1%	-6%	x	-8%	19%	-5%[57.5 µM]	8%
Cc1cc(C(=O)CSc2nc3ccccc3[nH]2)c(C)n1CC1CCCO1 (configuration not stated)	-9%	-31%	-1%	0%	i	-10%	4µM*	-37%	x
COc1cc(C(=S)N2CCCC2)cc(OC)c1OC	-2%	20%	-1%	16%	i	2%	1%	-2%	-43%
N#Cc1nc(-c2ccc(Cl)cc2)oc1NCC1CCCO1 (configuration not stated)	7%	-3%	0%	-9%	i	4%	5%	2%	21%
COc1ccc2cc(/C=N/O)c(Cl)nc2c1	12%	-6%[0.307 µM]	-17%	u	i	7%	-12%[0.307 µM]	i	8%
CCOC(=O)c1nnn(-c2nonc2-n2cccc2)c1CCl	3%	10%	2%	18%	i	-18%	-20%	-8%[57.5 µM]	21%
COC(=O)c1c(N)sc(C(=O)N2CCOCC2)c1C	0%	21%	2%	-11%	i	-4%	16%	-21%[57.5 µM]	7%
CCOc1ccc(C2/C(=C(\O)c3c(C)[nH]c(C(=O)OC)c3C)C(=O)C(=O)N2CCN(C)C)cc1 (configuration not stated)	0%	-2%	-7%	-20%	x	0%	1%	u	22%
COc1ccc(CNc2c(C(=O)O)cnc3c2cnn3C)cc1	5%	8%	-1%	-3%	i	3%	14%	16%	23%
O=C(COC(=O)CCN1C(=O)C2CC=CCC2C1=O)NCCc1ccc(F)cc1 (configuration not stated)	-1%	1%	2%	0%	i	-12%	9%	i	-11%
CCOC(=O)N1CCN(C(=O)CSc2nnc(Cn3c(=O)sc4ccccc43)n2C)CC1	-7%	-1%	-3%	0%	i	2%	-9%	14%	-7%
CCC(=O)Nc1nnc(S(=O)(=O)N(C)Cc2ccco2)s1	0%	-11%	-1%	2%	i	5%	-10%	i	-19%
CC1=C(C(=O)N2CCOCC2)CC(CC(=O)NC2CCCC2)C(=O)N1CCCN1CCCC1=O (configuration not stated)	-5%	0%	x	9%	i	-2%	6%	-19%	-27%
Cc1ccc(C)c(-n2c(-c3ccc4c(c3)OCO4)n[nH]c2=S)c1	10%	-25%	-9%	4%	i	u	u	-9%	5%
